Bioassay records: PubChem BioAssay, National Center for Advancing Translational Sciences (NCATS)
Vif-APOBEC3G blk – Vif-A3G binding inhibition | Q9HC16 | HeLa A3G-eYFP + Vif (tagged APOBEC3G with the HIV-1 protein that degrades it), YFP fluorescence, overnight | Potency, µM (titrated, usually from 46.1 µM), inactives show top-dose activity, negative = active, most hits filed as inhibitors | 410,000 tested, 0.076% active | AID 602310;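 also: % is scaled to controls: 0 for no effect and ±100 for the full control effect; nearly all actives have a fitted effect of over 60% in size; hits raise eYFP signal because A3G escapes Vif-driven loss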
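Read-out is eYFP fluorescence (Ex 488/Em 500-530) from Vif-expressing HeLa A3G-eYFP cells; more signal means A3G escaped Vif-mediated degradation. Cells plated overnight, compound pinned in, incubated overnight at 37 deg C.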
mIDH1 inhibitor – blocks human mutant IDH1 R132H enzyme | O75874 | IDH1-R132H enzyme, NADPH consumption, diaphorase/resazurin fluorescence | Potency, µM (series often up to 76.6 µM), without a hit: top-dose activity change, negative = inhibition, hits mostly inhibitors | 390,000 tested, 0.093% active | AID 602179; also: % is scaled to controls: 0 for no effect and ±100 for the full control effect; nearly all actives have a fitted effect of over 65% in size
Target sequence (O75874 whole entry R132H, stated change not applied): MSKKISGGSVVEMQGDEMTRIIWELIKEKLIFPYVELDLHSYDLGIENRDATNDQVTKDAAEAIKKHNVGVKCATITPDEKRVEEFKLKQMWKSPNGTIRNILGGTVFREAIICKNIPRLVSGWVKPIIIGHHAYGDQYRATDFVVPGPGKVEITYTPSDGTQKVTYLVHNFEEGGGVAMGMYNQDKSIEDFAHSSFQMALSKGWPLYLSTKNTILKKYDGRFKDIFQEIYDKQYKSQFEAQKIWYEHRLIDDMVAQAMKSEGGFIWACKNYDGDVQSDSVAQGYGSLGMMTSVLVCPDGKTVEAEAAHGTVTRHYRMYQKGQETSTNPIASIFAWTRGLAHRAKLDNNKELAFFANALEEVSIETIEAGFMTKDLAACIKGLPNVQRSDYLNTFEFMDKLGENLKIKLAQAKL
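IDH1-R132H (0.5 ug/mL) preincubated 30 min with compound, then NADPH (0.016 mM) and alpha-KG (2 mM) added; 80 min at RT, pH 7.5. Remaining NADPH coupled via diaphorase/resazurin to fluorescence (540/590 nm); concentration-response curves normalized to no-enzyme control.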
RGS4 inhibitor – human RGS4 inhibition; Potency, µM (top dose mostly 114 µM), for the others: top-dose activity change, negative = inhibition, usual class: inhibitors; P49798; Transcreener GDP fluorescence polarization, RGS4-accelerated GTP hydrolysis; 390,000 tested, 0.039% active; also: % is scaled to controls: 0 for no effect and ±100 for the full control effect; nearly all actives have a fitted effect of over 75% in size; some results filed as inactive show a strong effect at the top dose
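MLSMR compounds (23 nl, pin-transferred) preincubated 10 min at room temperature with a 500nM (2x) first reagent, then RGS4 at 900nM (2x) plus Transcreener GDP mix added; fluorescence polarization (620/688 nm) read before and after 90 min at 30 °C.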
Vif-A3F inh – inhibitors of Vif-A3F interaction | HeLa A3F-eYFP + Vif (tagged APOBEC3F with the HIV-1 protein that degrades it), YFP fluorescence increase | 390,000 tested, 0.2% active | Potency, µM (doses to about 46.1 µM), for inactives: top-dose activity, negative = active; also: % of control where 0% means no effect; nearly all actives have a fitted effect of over 65% in size
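HeLa cells stably expressing A3F-eYFP plus Vif, plated and incubated overnight at 37 deg C, then exposed to compounds overnight at 37 deg C. Blocked degradation read as raised yellow fluorescence (Ex 488/Em 500-530).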
ALOX12 inh – blocks human arachidonate 12S-lipoxygenase. P18054. purified 12hLO, xylenol orange hydroperoxide absorbance. Potency, µM (doses to about 108 µM), for inactives: top-dose activity change, negative = inhibition, hits mostly inhibitors. 580,000 tested, 1.1% active. AID 1671190; also: % is scaled to controls: 0 for no effect and ±100 for the full control effect
Target sequence (P18054 whole entry, looked up): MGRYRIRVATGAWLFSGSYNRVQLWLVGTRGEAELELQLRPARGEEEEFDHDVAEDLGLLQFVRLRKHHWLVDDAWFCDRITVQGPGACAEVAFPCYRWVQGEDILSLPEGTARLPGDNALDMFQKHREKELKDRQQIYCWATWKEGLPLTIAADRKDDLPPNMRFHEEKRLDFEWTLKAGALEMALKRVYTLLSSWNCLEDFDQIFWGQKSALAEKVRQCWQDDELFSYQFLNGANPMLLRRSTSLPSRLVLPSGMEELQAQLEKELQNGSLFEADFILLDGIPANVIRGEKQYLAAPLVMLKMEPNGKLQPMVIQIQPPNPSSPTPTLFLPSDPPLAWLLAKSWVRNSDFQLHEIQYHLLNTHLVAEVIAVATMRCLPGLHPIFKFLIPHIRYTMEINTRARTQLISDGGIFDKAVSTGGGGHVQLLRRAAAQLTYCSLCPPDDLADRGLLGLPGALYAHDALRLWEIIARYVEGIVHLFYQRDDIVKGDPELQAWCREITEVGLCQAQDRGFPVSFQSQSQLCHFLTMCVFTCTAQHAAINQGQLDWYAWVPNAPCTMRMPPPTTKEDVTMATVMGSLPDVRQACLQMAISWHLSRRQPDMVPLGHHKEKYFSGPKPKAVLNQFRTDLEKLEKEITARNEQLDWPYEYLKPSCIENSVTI
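Hydroperoxide product was detected by ferrous iron/xylenol orange as the 573 to 405 nm absorbance ratio. Arachidonic acid at 40 uM (final) was turned over for 30 min at room temperature by 150 nM human 12hLO, pH 7.0 Hepes buffer, after 15 min compound preincubation.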
TrxR1 substrate – rat thioredoxin reductase 1 substrate activity; O89049; purified TrxR1 substrate turnover, NADPH consumption readout; Potency, µM (highest dose often 114 µM), for the others: at the top dose activity change, negative = substrate turnover; 390,000 tested, 0.01% active; AID 588456; also: % is scaled to controls: 0 for no effect and ±100 for the full control effect; nearly all actives have a fitted effect of over 50% in size
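Rat TrxR1, dispensed at 90 nM, was prereduced with 400 uM NADPH (final) for 5 min at ~22 deg C, then incubated with compound 15 min before 400 uM selenite. A first-read NADPH fluorescence drop versus no-compound background flagged substrates.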
TrxR1 inh – rat TrxR1 inhibition; recombinant rTrxR1, NADPH fluorescence consumption, selenite substrate; Potency, µM (series often up to 114 µM), inactives show at the top dose activity change, negative = inhibition, usual class: inhibitors; 390,000 tested, 1% active; also: % is scaled to controls: 0 for no effect and ±100 for the full control effect; nearly all actives have a fitted effect of over 65% in size
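Rat TrxR1 (90 nM in the dispensed reagent) was pre-reduced with 400 uM NADPH for 5 min at room temperature, then incubated with compound for 15 min. After 400 uM selenite was added, NADPH fluorescence (Ex 340/Em 450 nm) was followed for 8 min.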
RXFP1 agonist – agonists of human relaxin receptor RXFP1; Q9HBX9; HEK293T-RXFP1 cAMP TR-FRET, 30 min; response scale: percent of porcine relaxin response, buffer zero; Potency, µM (top dose mostly 57.5 µM), inactives show at the highest dose activation, usual class: activators; 370,000 tested, 0.3% active; also: % is scaled to controls: 0 for no effect and ±100 for the full control effect; nearly all actives have a fitted effect of over 60% in size; many of its hits are not listed in these tables
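HEK293T cells stably expressing RXFP1 were pretreated with the PDE4 inhibitor Ro 20174, exposed to compounds for 30 min at 37C, lysed, and cAMP was read by TR-FRET. Data normalized to buffer (basal) and 29 nM porcine relaxin (100%).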
USP1 inh – inhibitors of human USP1/UAF1 deubiquitinase | recombinant USP1/UAF1, Ub-Rhodamine cleavage fluorescence | 390,000 tested, 0.23% active | O94782 | Potency, µM (titrated, usually from 57.1 µM), inactives show at the top dose activity change, negative = inhibition, usual class: inhibitors; also: % is scaled to controls: 0 for no effect and ±100 for the full control effect; nearly all actives have a fitted effect of over 60% in size; inactives centre near -12
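High-throughput fluorogenic screen: 1nM USP1/UAF1 complex, Ub-Rho substrate 150nM final, 50mM HEPES pH 7.8 with 0.5mM EDTA, 0.1 mg/ml BSA, 1mM TCEP and 0.01% Tween-20.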
An asterisk follows results filed as active; ? = inconclusive; . = not tested or not shown; & = joins results of further samples; [ ] = remark or other dose. Calls follow the shape of the dose curve; as a rule, active = well fitted curve in the direction sought with a large enough effect; inconclusive = small, poorly fitted or top-dose-only effect, or another doubt; inactive = no such curve, though single readings can be large; an effect the other way counts as inactive or inconclusive. Potency is read from the fitted curve at half-maximal effect. A portion of the library; the hit share may differ from the screen's.

cpd	canonical_smiles	Vif-APOBEC3G blk	mIDH1 inhibitor	RGS4 inhibitor	Vif-A3F inh	ALOX12 inh	TrxR1 substrate	TrxR1 inh	RXFP1 agonist	USP1 inh
1	CC(C)CC(=O)NC1(C(F)(F)F)C(=O)Nc2c1c(=O)[nH]c(=O)n2Cc1ccco1 (stereo not given)	3%	0%	-20%	0%	-1%[57.4 µM]	-13%	-33%	0.7%	-6%
2	O=C1c2ccccc2C(=O)N1CCC(=O)N1CCCc2ccccc21	-1%	0%	-17%	-12%	-19%	3%	16%	5.0%	-2%
3	COc1ccc(C2CCCN2C(=S)Nc2ccc(C)c(C)c2)cc1OC (stereo not given)	1%	-8%	5%	-2%	3%	-2%	13%	1.4%	-12%
4	Cn1nnc(NC(=O)CSc2ccc(Cl)cc2)n1	4%	3%	-35%	1%	?	0%	12%	-0.9%	-18%
5	CC(=O)Nc1cccc(/C(C)=N/NC(=O)c2c(-c3ccccc3Cl)noc2C)c1	-4%	1%	14%	18%	7%	11%[57.1 µM]	13%[57.1 µM]	-0.5%	-10%
6	O=C(NCc1ccccc1Cl)c1ccc(Cn2c(SCc3ccccc3)nc3cccnc32)cc1	-2%	0%	21%	-4%	-9%	3%	8%	-1.4%	-2%
7	O=C(COC(=O)/C=C/c1ccc(C(F)(F)F)cc1)NC1CCCC1	0%	17%	25%	1%	0%	3%	37%[activator]	5.0%	-3%
8	COc1ccc(NC(=O)CSCc2cnn(-c3ccccc3)c2-n2cccc2)cc1	1%	-13%	-24%	-3%	-9%	10%	-2%	9.1%	-23%
9	N#CCCSC(=S)C1CCCC1=N (stereo not given)	0%	4%	.	-2%	2%	.	.	.	-18%
10	CCCCn1c(N)c(N(C)C(=O)c2cccc(-n3cnnn3)c2)c(=O)[nH]c1=O	-1%	0%	-5%	1%	?	1%	20%	.	-18%
11	COc1cc(CN2CCN(Cc3ccc([N+](=O)[O-])cc3)CC2)c([N+](=O)[O-])cc1OC	1%	-9%	7%	0%	-28%	-6%	27%	0.2%	-9%
12	Cc1ccc(NC(=O)CCc2ccc(C)o2)c(C)c1	-20%	9%	-13%	-10%	2%	-1%	-10%	-2.0%	-28%
13	CC1=C(C(=O)N(C(C)C)C(C)C)CC(CC(=O)NCCc2ccccn2)C(=O)N1Cc1ccccc1 (stereo not given)	0%	-3%	.	-4%	-4%	.	.	.	-19%
14	CCCCNS(=O)(=O)c1ccc2nc(SCC(=O)Nc3ccccc3)[nH]c2c1	-3%	1%	5%	1%	-24%	-18%	-26%	-0.9%	4%
15	COCCNC(=O)c1onc(CSc2ccccc2)c1C(=O)NCCOC	-1%	-12%	7%	-2%	?	-2%	1%	-1.2%	1%
16	O=C(O)c1cc2c(ccc3ccccc32)[nH]1	2%	0%	-20%	4%	-13%	18%	4%	2.6%	-12%
17	CSCCCNC(=S)N1CCN(S(=O)(=O)c2cccc(C(F)(F)F)c2)CC1	-2%	1%	-22%	4%	-9%	0%	-3%	0.2%	-9%
18	COc1ccc(OC)c(S(=O)(=O)Nc2cccc3ccccc23)c1	0%	5%	-38%	-10%	16%	8%[57.1 µM]	3%[57.1 µM]	.	0%
19	CCOC(=O)N1CCN(c2c(NCCc3ccc(OC)c(OC)c3)c(=O)c2=O)CC1	1%	2%	2%	-4%	-10%	1%	12%	-1.0%	-16%
20	CC1CCN(CCNC(=S)Nc2ccc(Cl)cc2)CC1	3%	6%	-14%	15%	?	10%[57.1 µM]	16%[57.1 µM]	0.3%	-18%
21	Cc1nn(-c2nc(-c3ccc(F)cc3)cc(C(F)(F)F)n2)c(C)c1Cl	2%	8%	-16%	-18%	-63%	-1%	-4%	3.0%	?
22	COc1cc(OC)cc(C(=O)NC2CC3CCC(C2)N3Cc2ccco2)c1 (stereo not given)	3%	6%	28%	4%	0%	10%	17%	0.6%	-3%
23	CCOC(=O)c1c(C)[nH]c(C)c1-c1ccccc1OC	-2%	4%	15%	-3%	0%	10%[57.1 µM]	7%[57.1 µM]	4.0%	2%
24	O=C(NC1CCC1)C1CCC(=O)N(Cc2cccc(F)c2)C1 (stereo not given)	0%	5%	-1%	-2%	4%	2%	9%	-1.6%	-20%
25	CC(C)CN1C(=O)/C(=C/c2cccs2)NC1=S	-2%	10%	-46%	-6%	?	-3%	14µM*	0.3%	-14%
26	CCOC(=O)/C=C1\CN(Cc2cc(OC)c(OC)c(OC)c2)S(=O)(=O)c2ccccc21	1%&3%	-6%	29%	0%	-7%	-7%&2%	0%[57.1 µM]	-0.7%	-12%
27	Cc1noc(C)c1COC(=O)CN(C)S(=O)(=O)c1ccc(Cl)cc1	0%	0%	8%[11.4 µM]	-4%	0%	9%[57.1 µM]	10%[57.1 µM]	-0.7%	-18%
28	Cc1ccccc1OCCCC(=O)Nc1ccccc1C(F)(F)F	2%	11%	-24%	5%	23%	-3%	2%	-0.3%	-10%
29	O=C(N/N=C/c1ccc[nH]1)c1ccc(O)cc1	-1%	-2%	-7%	-14%	3%	-7%	-16%	-2.6%	-1%
30	O=[N+]([O-])c1ccc(NN=Cc2cccc([N+](=O)[O-])c2)cc1	-1%	4%	-36%	?	?	-11%	-14%	.	-28%

Pulled by compound from the entries so far:
cpd	canonical_smiles	Vif-APOBEC3G blk	mIDH1 inhibitor	RGS4 inhibitor	Vif-A3F inh	ALOX12 inh	TrxR1 substrate	TrxR1 inh	RXFP1 agonist	USP1 inh
22	COc1cc(OC)cc(C(=O)NC2CC3CCC(C2)N3Cc2ccco2)c1 (stereo not given)	3%	6%	28%	4%	0%	10%	17%	0.6%	-3%
27	Cc1noc(C)c1COC(=O)CN(C)S(=O)(=O)c1ccc(Cl)cc1	0%	0%	8%[11.4 µM]	-4%	0%	9%[57.1 µM]	10%[57.1 µM]	-0.7%	-18%
13	CC1=C(C(=O)N(C(C)C)C(C)C)CC(CC(=O)NCCc2ccccn2)C(=O)N1Cc1ccccc1 (stereo not given)	0%	-3%	.	-4%	-4%	.	.	.	-19%

Next section.
cpd	canonical_smiles	Vif-APOBEC3G blk	mIDH1 inhibitor	RGS4 inhibitor	Vif-A3F inh	ALOX12 inh	TrxR1 substrate	TrxR1 inh	RXFP1 agonist	USP1 inh
31	O=C(Nc1ccc(C(F)(F)F)cc1Cl)c1ccc(Cn2cc(Br)cn2)o1	-6%	0%	24%	-7%	-10%[57.4 µM]	-6%	-28%	5.0%	-17%
32	CCOC(=O)c1ccc(NC(=O)Nc2nc3ccccc3s2)cc1	-1%	0%	.	-16%	-6%	.	.	.	1%
33	COc1ccc2c3c([nH]c2c1)C(C)N(CCC(=O)NN)CC3 (stereo not given)	-1%	-3%	-18%	5%	102%[activator]	9%	-19%	0.4%	-8%
34	O=C(NCCN1CCOCC1)Nc1ccc(Cl)cc1	1%	-3%	-12%	1%	-23%	-1%	-1%	1.9%	-14%
35	Cc1ccc(Cl)cc1NC(=O)c1oc2ccc(S(=O)(=O)N3CCCCCC3)cc2c1C	-5%	-1%	15%	-1%	-20%	0%[57.1 µM]	58%[activator][57.1 µM]	-0.8%	-6%
36	COc1ccc(-c2cc(C(=O)O)nc3ccc4ccccc4c23)cc1OC	0%	1%	26%	4%	-25%	15%[57.1 µM]	-8%[57.1 µM]	10%	?
37	OCCN1CCN(CC(O)COc2ccc3c(c2)OCO3)CC1 (stereo not given)	1%	6%	-17%	3%	-1%	-9%[57.1 µM]	10%[57.1 µM]	0.2%	-24%
38	CCCNc1nc(N2CCOCC2)nc(N2CCOCC2)n1	3%	5%	16%	-27%	-3%	-1%	0%	-0.3%	-14%
39	O=c1c2ccccc2nnn1Cc1nnc(-c2ccccc2Br)o1	1%	-7%	9%	-2%	0%	6%[57.1 µM]	9%[57.1 µM]	3.5%	-15%
40	COc1cccc(N2CCN(C(=O)c3ccc(CS(=O)c4ccccc4C)o3)CC2)c1 (stereo not given)	-43%	3%	?	6%	8%	-3%	0%	3.6%	-14%
41	COc1ccc(CCNC(=O)c2ccn[nH]2)cc1OC	-3%	-6%	-42%[11.4 µM]	0%	?	0%[57.1 µM]	-2%[57.1 µM]	2.9%	3%
42	Cc1ccccc1CNC(=O)C(=O)NCC(c1cccs1)S(=O)(=O)c1cccs1 (stereo not given)	0%	2%	12%	-4%	0%	-4%[57.1 µM]	5%[57.1 µM]	-2.2%	4%
43	Cc1cccc(NC(=O)CCN2C(=O)c3cccc([N+](=O)[O-])c3C2=O)c1	1%	5%	0%	-1%	-5%	0%	5%	3.2%	-19%
44	Cc1ccc(NC(=O)CCS(=O)(=O)c2ccc3nc(C)sc3c2)c(C)c1	0%	2%	-27%	4%	448%&-7%[activator]	4%	6%	3.3%	7%
45	CCOC(=O)c1ccccc1N/C=C/C(=O)c1cccs1	-8%	9%	-27%	5%	?	-4%	0%	0.1%	?
